Scp-1 inhibitor: Scp-1 (human) phosphatase inhibition; actives 0.88% (n = 340,000); Recombinant Scp1, phosphopeptide, malachite green phosphate absorbance; inhibition, % at 20 µM;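 active = inhibition above about 50% at 20 µM, limit read from the data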;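 also: plate controls were DMSO wells with enzyme for no effect and wells lacking enzyme for full effect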
Target sequence (Q9GZU7 76-261 limits assumed): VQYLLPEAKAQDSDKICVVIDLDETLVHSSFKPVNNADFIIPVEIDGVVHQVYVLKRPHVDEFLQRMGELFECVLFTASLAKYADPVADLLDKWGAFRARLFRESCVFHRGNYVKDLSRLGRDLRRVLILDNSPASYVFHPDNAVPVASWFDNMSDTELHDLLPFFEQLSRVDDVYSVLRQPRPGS
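Incubation: 45 min enzyme reaction at room temperature / System: truncated SCP-1 phosphatase (76-261aa) / Reagent: Phospho 17-mer peptide substrate / Buffer or medium: Acidic Tris acetate buffer with magnesium and detergent / Signal: absorbance at 630 nm / Doses: one concentration, 20 µM, with 1.0% DMSO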
NadD block: blocks S. aureus nicotinate mononucleotide adenylyltransferase; purified NadD enzyme, colorimetric absorbance read-out; inhibition, % at 20 µM; actives 0.78% (n = 360,000); AID 602399; in the data active = inhibition above about 26%; also: some compounds past the cut are filed as inactive
Tb MetRS inh: blocks T. brucei methionyl-tRNA synthetase activity. actives 0.4% (n = 360,000). inhibition, % at 11.9 µM. purified T. brucei MetRS, ATP depletion, Kinase-Glo luminescence;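 active = inhibition above a per-plate cutoff of the control wells' mean inhibition plus 3 SD, cut at about 5.5% in these data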;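 also: 0% = DMSO wells median and 100% = median of wells with control inhibitor compound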
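technique = Kinase-Glo luminescence, ATP depletion format | system = purified MetRS (methionyl-tRNA synthetase) enzyme from Trypanosoma brucei | timing = 15 min preincubation, 2 h reaction, all 25 °C | evaluation = percent inhibition versus plate control medians | dosing = single dose, 11.9 µM final nominal, 0.9% final DMSO | also added = substrates ATP, L-methionine and bulk Escherichia coli tRNA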
SUMO1-SIM PPI: alters human SUMO1 binding to SIM partners. P63165. SUMO1 binding to a labelled peptide, TR-FRET, 1 h. inhibition, % at 20 µM. actives 0.33% (n = 360,000). AID 602429; in the data active = inhibition above about 37%
Target sequence (P63165 whole entry, looked up): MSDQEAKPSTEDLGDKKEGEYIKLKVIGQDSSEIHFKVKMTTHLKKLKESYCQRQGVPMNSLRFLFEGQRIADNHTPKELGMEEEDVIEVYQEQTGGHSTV
DNMT1 inh: blocks human DNA methyltransferase DNMT1; P26358; DNMT1 molecular beacon, Hinp1I cleavage, fluorescence; inhibition (reported as % activation of signal), % at 10 µM; actives 0.83% (n = 360,000); AID 588458; in the data active = inhibition above about 50%
LMPTP inh: blocks human LMPTP phosphatase | inhibition, % at 20 µM | recombinant LMPTP-A, OMFP fluorogenic substrate, fluorescence intensity | actives 0.22% (n = 360,000);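 active = compounds that cut the enzyme signal by at least half of the control window in the single-dose screen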;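 also: plate controls were DMSO wells with enzyme plus substrate for no effect and substrate without enzyme for full effect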
Target sequence (P24666 whole entry, looked up): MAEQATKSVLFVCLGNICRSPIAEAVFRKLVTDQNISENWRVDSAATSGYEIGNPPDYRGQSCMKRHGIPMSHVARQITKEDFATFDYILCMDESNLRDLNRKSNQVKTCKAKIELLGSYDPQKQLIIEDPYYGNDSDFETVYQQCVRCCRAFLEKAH
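Assay system: LMPTP-A, protein tyrosine phosphatase of low molecular weight / Medium: pH 6.0 Bis-Tris buffer with DTT and Triton X-100 / Schedule: 50 min enzyme reaction at room temperature, protected from light / Measured by: endpoint fluorescence intensity from OMFP dephosphorylation / Read-out basis: % inhibition relative to no-enzyme and uninhibited control wells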
MsrA inh: inhibits bovine methionine sulfoxide reductase A; purified bovine MsrA, absorbance read-out; inhibition, % at 15.5 µM; actives 0.75% (n = 360,000); AID 651718; in the data active = inhibition above about 4.5%;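 also: 0% = vehicle wells with enzyme and 100% = reference inhibitor wells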
CSN inh: inhibitors of human CSN-mediated cullin deneddylation | Q92905 | Purified CSN, SCF-Nedd8-OG deneddylation, fluorescence polarization | actives 0.38% (n = 360,000) | inhibition, % at 12.5 µM;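 active = pattern-corrected inhibition above about 35%, with an unprinted fluorescence ratio check between 0.5 and 1.5, limit read from the data, passing the limit was not always enough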;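 also: 0% = enzyme with substrate and 100% = substrate without enzyme; some results filed as inactive read as strong as hits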
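Assay system: purified human Csn5 enzyme expressed in HEK293T cells; measure: % inhibition; also added: SCFSkp2-Nedd8OG substrate at 10 nM final; technique: fluorescence polarization; times: reaction 90 min, room temperature; medium: Tris buffer pH 7.5, NaCl, DTT, Tween-20, trehalose, ovalbumin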
Rpn11 inh: Rpn11 (human) deubiquitinase inhibition; O00487; human 26S proteasome, Ub4-pepOG fluorescence polarization; 20S core pre-blocked with epoxomicin; calls only at 20 µM; actives 0.59% (n = 360,000); AID 588493;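 active = inhibition at 20 µM, scaled to each plate's controls, above about 33%, limit read from the data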
STEP block: STEP (human) phosphatase inhibition; P54829; recombinant STEP, OMFP fluorogenic substrate, fluorescence; inhibition, % at 20 µM; actives 0.25% (n = 360,000); AID 588621;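 active = inhibition at 20 µM, scaled per plate between control wells, above about 37%, limit read from the data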;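 also: 0% = DMSO with enzyme and substrate and 100% = substrate only without enzyme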
Target sequence (P54829 whole entry, looked up): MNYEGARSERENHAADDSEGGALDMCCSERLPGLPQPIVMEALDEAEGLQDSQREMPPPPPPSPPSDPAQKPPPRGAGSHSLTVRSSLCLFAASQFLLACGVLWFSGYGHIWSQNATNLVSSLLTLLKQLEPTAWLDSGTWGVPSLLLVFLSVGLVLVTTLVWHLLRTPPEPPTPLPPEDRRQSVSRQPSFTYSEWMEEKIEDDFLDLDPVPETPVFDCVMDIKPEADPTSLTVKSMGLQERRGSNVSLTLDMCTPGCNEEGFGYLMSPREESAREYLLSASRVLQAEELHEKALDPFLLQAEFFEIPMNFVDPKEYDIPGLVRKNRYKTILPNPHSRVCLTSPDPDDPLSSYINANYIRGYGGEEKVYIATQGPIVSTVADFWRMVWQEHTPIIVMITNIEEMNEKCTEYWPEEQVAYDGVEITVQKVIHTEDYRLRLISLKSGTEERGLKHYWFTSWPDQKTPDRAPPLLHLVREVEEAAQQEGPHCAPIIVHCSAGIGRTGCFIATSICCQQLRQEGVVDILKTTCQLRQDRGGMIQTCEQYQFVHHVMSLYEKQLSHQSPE
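Measure: Control-normalized % inhibition with plate pattern correction | Test system: STEP phosphatase, cell-free reaction | Medium: pH 6.0 Bis-Tris with DTT and Tween 20 | Technique: Fluorescence, 480/540 nm | Times: Reaction 20 min, ambient temperature | Doses: Single compound dose of 20 µM, 1% DMSO final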
Numbers without * were called inactive; i = inactive; / = not tested or not shown.

SMILES	Scp-1 inhibitor	NadD block	Tb MetRS inh	SUMO1-SIM PPI	DNMT1 inh	LMPTP inh	MsrA inh	CSN inh	Rpn11 inh	STEP block
CSCC[C@H](NC(=O)OC(C)(C)C)C(=O)N/N=C/c1cc2ccc(C)cc2nc1Cl	-4	-1	0.0	-3	5	0.5	0.8	3	i	0
CC1=NN(c2ccccc2)C(=O)/C1=C/c1cccs1	-5	-4	-0.1	0	6	1.5	1.4	-4	i	-2
O=C(COc1ncnc2sccc12)Nc1cccc(S(=O)(=O)N2CCCC2)c1	2	-1	0.5	3	-5	1.3	2.2	4	i	-1
Cc1ccc(NC(N)=S)cc1C	0	4	-1.8	1	1	-1.1	-0.4	-4	i	1
Cc1cc(C)nc(NS(=O)(=O)c2ccc(NC(=O)c3cc4c(=O)n5cccc(C)c5nc4n3C)cc2)n1	-5	-3	0.1	5	-1	2.3	/	1	i	1
COc1ccccc1OCCCCN1CCCCC1	-8	-5	-1.1	-1	15	-1.6	-0.5	-1	i	-1
CC(C)(C)NCCOc1ccc2ccccc2c1	-6	-5	0.3	21	5	-0.5	0.2	7	i	-2
COC(=O)c1ccccc1NC(=O)c1ccc(COc2cc(C)cc(C)c2)o1	-20	-3	-0.2	2	-2	4.3	-0.3	-2	i	6
Cc1c(C(=O)OCC(=O)NCc2ccco2)oc2ccccc12	-7	-7	-0.4	0	-4	-0.8	0.0	-5	i	-2
CC(C(=O)OCC(=O)N1CCCCC1)N1C(=O)c2ccccc2C1=O (stereo not drawn)	26	-5	-0.4	-6	5	-1.6	-0.4	1	i	-3
Cc1ccc(NC(=O)CCC(=O)OCC(=O)c2ccc(Oc3ccc([N+](=O)[O-])cc3)cc2)cc1C	-13	-5	0.2	-24	-5	1.8	0.9	-2	i	-1
COc1ccccc1N(C)S(=O)(=O)c1ccc(C(=O)OCC(=O)N(C)c2ccccc2)cc1	-7	-6	-1.2	0	9	1.7	2.9	0	i	0
O=C1CCSc2ccc(Cl)cc2N1Cc1ccccc1	-8	-2	-1.0	-1	3	0.3	1.6	4	i	1
O=C(CSc1nncc(=O)[nH]1)NC1CCCCC1	-3	6	-0.3	2	0	-0.1	-1.1	1	i	0
COc1ccccc1/C=C1\C(=O)Nc2ccccc21	-5	-4	0.0	-14	1	2.5	1.1	1	i	0
COc1cc(C=O)c(Br)cc1OC1CCCC1	-9	-7	-1.3	2	4	0.8	1.9	0	i	0
O=c1cc(C(F)(F)F)[nH]c2c(OC(F)(F)F)cccc12	-10	-2	1.1	-1	0	-1.0	0.7	-1	i	4
CCCCC(=O)Nc1cccc(-c2ccc3nncn3n2)c1	-11	-2	-0.4	-14	3	-1.3	1.1	0	i	-3
CCOP(=O)(OCC)C(Nc1cccc(C(F)(F)F)c1)c1ccc(C)cc1 (stereo not drawn)	-13	-2	-0.5	-1	-4	0.8	-0.2	5	i	-1
O=C(c1cnc2sccn2c1=O)N1CCN(c2ccccc2Cl)CC1	5	-2	-0.7	6	4	2.5	1.4	4	i	-3
O=C(NCc1ccccn1)C1CCN(S(=O)(=O)c2ccccc2C(F)(F)F)CC1	-5	0	-0.3	-1	2	-1.4	0.0	-4	i	0
CCOC(=O)c1sc(=S)n(-c2ccccc2OC)c1N	-2	-4	-0.4	-10	-2	-1.1	3.0	1	i	1
CCOC(=O)N1CCN(C(=O)C[C@@H]2C[C@@]3(C(=O)OC)CCCCC=C3N(CCC3=CCCCC3)C2=O)CC1	/	9	-0.1	-3	/	0.6	-0.1	-4	/	/
O=C(NNC(=S)NCc1ccccc1)c1ccc(OC(F)F)cc1	-8	1	-0.6	3	-27	0.8	-0.6	-1	i	1
COC(=O)[C@]1(Cc2ccccc2)N[C@H](c2ccc(-c3ccc(OC)cc3)cc2)[C@@H]2C(=O)N(C)C(=O)[C@@H]21	-3	3	-0.2	6	0	1.9	-0.8	-3	i	2

Next section.
SMILES	Scp-1 inhibitor	NadD block	Tb MetRS inh	SUMO1-SIM PPI	DNMT1 inh	LMPTP inh	MsrA inh	CSN inh	Rpn11 inh	STEP block
O=C(O)C1CC(=O)N(c2ccc(OCc3c(F)cccc3Cl)cc2)C1 (stereo not drawn)	0	9	-0.3	3	0	-1.5	-0.5	1	i	-3
COc1cc(N(C)C)c([N+](=O)[O-])cc1C(=O)N1CCN(Cc2ccccc2)CC1	-5	7	0.5	-12	1	1.5	-0.5	-5	i	-1
CCCCc1cc(=O)oc2cc(OCC(=O)Nc3ccccn3)ccc12	-9	1	-0.9	-4	3	-0.9	0.5	1	i	-1
Cc1nnc(NC(=O)c2ccccc2Br)s1	1	-5	-0.3	-4	3	-0.3	-0.2	0	i	1
Cc1nc2ccccn2c1/C(O)=C1\C(=O)C(=O)N(CCCn2ccnc2)C1c1ccncc1 (stereo not drawn)	-2	2	0.1	-4	-4	-5.4	1.1	-3	i	0
COC(=O)c1ccccc1NC(=O)Nc1ncccc1C	1	-1	1.8	1	2	-1.5	0.8	3	i	-2
Nc1[nH]c(C(=O)c2ccccc2)c(-c2ccc(Cl)cc2Cl)c1C(=O)c1ccc(Br)cc1	/	26	0.1	1	/	2.9	1.3	-2	/	/
Cc1ccc(OCCN2C(=O)NC3(CCc4ccccc4C3)C2=O)cc1 (stereo not drawn)	-4	-8	-1.1	2	1	-0.7	0.7	4	i	3
Cc1c(NC(=O)C(C)OC(=O)c2cccnc2)c(=O)n(-c2ccccc2)n1C (stereo not drawn)	-1	5	0.2	2	-3	-0.9	0.4	-1	i	1
CC1CCC(NS(=O)(=O)c2ccc(Cl)s2)CC1 (stereo not drawn)	-6	3	-0.2	0	3	1.1	-0.7	-4	i	0
COC(=O)c1cnc(Oc2ccc(NC(=O)NC(=O)c3c(F)cccc3F)cc2)cc1C(F)(F)F	-10	1	0.0	7	1	-0.2	0.4	0	i	1
CC1(C)CC(=O)C=C(C#CC2(O)CCCCC2)C1	/	1	-1.0	-3	8	-0.6	-0.7	-5	i	4
COC(=O)c1cc(NC(=O)c2cc(-c3ccc(OC)cc3)oc2C(F)(F)F)ccc1N1CCOCC1	3	-8	-0.5	8	-9	3.2	0.2	-1	i	2
CCOC(=O)N1CCN(C(=O)C[C@@H]2C[C@@]3(C(=O)OCC)CCC=C3N(Cc3ccc(Cl)cc3Cl)C2=O)CC1	/	-5	-0.5	6	/	-0.8	-0.6	-3	/	/
C#CCNc1cc(-c2ccccc2)nc2ncnn12	-3	0	0.0	2	0	1.0	2.1	8	i	1
COc1ccc(Cl)c(-c2cc(C(=O)NCc3ccc(C(F)(F)F)cc3)[nH]n2)c1	/	-7	-0.4	-5	-2	2.1	0.2	2	i	-3
O=C(NCCC(=O)N(Cc1ccco1)Cc1cccs1)c1ccccc1Cl	8	-2	-0.2	-6	-4	-0.6	-0.1	-2	i	0
CN(C)C(=O)c1c(NC(=O)c2ccccc2)sc2c1CCC2	-12	-6	0.1	5	1	-1.4	4.4	2	i	-1
COc1ccccc1/C=C/C(=O)NCC(=O)N1CCC(N(C)C2CCCC2)CC1	-9	-6	-0.2	-10	2	-4.8	0.8	-2	i	-3
CCN(CC)CCN(C(=O)c1cccc([N+](=O)[O-])c1)c1nc2ccc(OC)cc2s1	-2	-2	0.0	-15	0	-4.1	1.1	-1	i	-2
CN(Cc1ccon1)C(=O)C1CCC(=O)N(Cc2ccc(Cl)cc2)C1 (stereo not drawn)	-7	1	-0.1	1	0	1.0	0.5	0	i	0
CN(C)c1ccc(NC(=O)CSc2nnc(C3CCCCC3)n2N)cc1	-1	-7	-0.3	-2	2	-0.1	-0.1	-1	i	1
Cc1c(NC(=O)COc2ccccc2Cl)c(=O)n(-c2ccccc2)n1C	0	5	-0.2	5	3	-1.4	-0.9	-6	i	-2
COC(=O)c1ccc(C(=O)OC)c(NC(=S)N2CC(C)CC(C)C2)c1 (stereo not drawn)	-1	-4	-0.6	-1	-1	1.9	2.1	11	i	0
CCc1nnc(NC(=O)CN2CCN(c3ccccc3F)CC2)s1	-8	-6	-0.4	3	0	-2.3	-0.3	0	i	1

5 structures from above, arranged by molecular weight, largest number first.
SMILES	Scp-1 inhibitor	NadD block	Tb MetRS inh	SUMO1-SIM PPI	DNMT1 inh	LMPTP inh	MsrA inh	CSN inh	Rpn11 inh	STEP block
CCOC(=O)N1CCN(C(=O)C[C@@H]2C[C@@]3(C(=O)OCC)CCC=C3N(Cc3ccc(Cl)cc3Cl)C2=O)CC1	/	-5	-0.5	6	/	-0.8	-0.6	-3	/	/
Nc1[nH]c(C(=O)c2ccccc2)c(-c2ccc(Cl)cc2Cl)c1C(=O)c1ccc(Br)cc1	/	26	0.1	1	/	2.9	1.3	-2	/	/
COc1ccc(Cl)c(-c2cc(C(=O)NCc3ccc(C(F)(F)F)cc3)[nH]n2)c1	/	-7	-0.4	-5	-2	2.1	0.2	2	i	-3
CN(C)c1ccc(NC(=O)CSc2nnc(C3CCCCC3)n2N)cc1	-1	-7	-0.3	-2	2	-0.1	-0.1	-1	i	1
Cc1c(NC(=O)COc2ccccc2Cl)c(=O)n(-c2ccccc2)n1C	0	5	-0.2	5	3	-1.4	-0.9	-6	i	-2

Further results follow:
SMILES	Scp-1 inhibitor	NadD block	Tb MetRS inh	SUMO1-SIM PPI	DNMT1 inh	LMPTP inh	MsrA inh	CSN inh	Rpn11 inh	STEP block
Cc1cccc(NC(=O)N2CCC(NC(=O)c3ccco3)CC2)c1	3	0	-1.4	1	3	0.2	1.9	8	i	-3
Nc1ccc(N2CCN(C(=O)c3cccs3)CC2)cc1	-10	18	-0.1	3	15	38	-0.5	-1	i	8
NNC(=O)c1ccc(COc2ccc([N+](=O)[O-])cc2)o1	1	0	-0.6	-19	0	-0.6	0.2	1	i	0
CCCCOc1ccc(CSC(CC(=O)O)C(=O)O)cc1 (stereo not drawn)	-12	-1	-0.3	19	3	-2.7	-0.3	-2	i	0
COC(=O)C1=C(C(=O)OC)[C@@H]2N(C)c3ccccc3[C@@]23C[C@@H](C(=O)OC)N(C(=O)c2ccc(Br)cc2)C3=N1	2	3	-0.2	1	-4	1.4	2.3	-1	i	1
O=C(NCC(=O)N1CCCC1)c1ccc(Br)cc1	-5	1	0.2	2	-1	-0.4	-1.7	2	i	-2
Cc1c(CC(=O)NC(C)C)c(=O)oc2cc3c(cc12)CCC(C)(C)O3	-5	-2	-0.5	-4	0	-0.1	2.8	-2	i	4
CCOC(=O)c1[nH]c(C)c(/C(O)=C2\C(=O)C(=O)N(CCCn3ccnc3)C2c2ccncc2)c1C (stereo not drawn)	-10	-1	-0.1	4	-1	-6.4	2.5	6	i	1
